Source: PubChem (National Center for Advancing Translational Sciences (NCATS))
hERG WT inh – KCNH2 (human, wildtype) channel inhibition; Q12809; U2OS, BacMam KCNH2, thallium flux FluxOr; hits give low values; activity change, % at 1.84 µM; 340,000 compounds, 0.37% hits; AID 720551;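 active means maximum activity change below -70%; inconclusive means maximum activity change between -70% and -50%; inactive means maximum activity change above -50%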; further: on the % scale 0 is the no-effect control and ±100 the full control effect
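U2OS cells were transduced with wild-type KCNH2 virus (2.03 x 10^8 / mL) for 4 h at room temperature, then cultured overnight at 37 C. Thallium flux was read with FluxOr dye. Rate constants were normalized to DMSO controls.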
B2AR arrestin – agonists driving beta-arrestin recruitment to human beta2-adrenergic receptor; P07550; beta-arrestin recruitment to beta2AR, cell-based reporter; 330,000 compounds, 0.02% hits; Potency, µM (series often up to 46.1 µM), without a hit: top-dose activation, usual class: activators;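 further: potency means the concentration at half of the fitted maximal effect; 0% = DMSO controls and full agonism = EC100 isoproterenol or metaproterenol; nearly all actives have a fitted effect of over 65% in size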
Target sequence (P07550 whole entry, looked up): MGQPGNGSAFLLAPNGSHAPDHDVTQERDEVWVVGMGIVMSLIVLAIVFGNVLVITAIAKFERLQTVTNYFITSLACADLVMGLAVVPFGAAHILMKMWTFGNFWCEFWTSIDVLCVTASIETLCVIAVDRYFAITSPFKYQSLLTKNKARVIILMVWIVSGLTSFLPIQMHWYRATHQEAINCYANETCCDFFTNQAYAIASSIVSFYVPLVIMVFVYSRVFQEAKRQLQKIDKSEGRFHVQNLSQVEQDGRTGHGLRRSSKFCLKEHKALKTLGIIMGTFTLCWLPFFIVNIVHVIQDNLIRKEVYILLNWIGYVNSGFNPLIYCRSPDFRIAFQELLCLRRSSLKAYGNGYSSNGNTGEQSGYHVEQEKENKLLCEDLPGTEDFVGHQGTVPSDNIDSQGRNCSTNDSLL
TRPV1 ag – activates the human vanilloid receptor TRPV1 | TRPV1-expressing cells, Fluo-8 calcium influx, agonist mode | activation, % at 8.33 µM | 320,000 compounds, 0.19% hits | Q8NER1; in the data active means activation above about 80%; inconclusive means between about 30% and that limit; further: 0% is about no effect
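Cells expressing TRPV1 were dye-loaded with Fluo-8 and read kinetically: 10 s baseline, 3 min after compound (agonist portion), then 2 min after EC20 capsaicin (allosteric enhancer portion). Calcium-bound dye fluorescence at 480/520 nm.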
PKM2 activator – PKM2 (human) enzyme activation; purified PKM2, Kinase-Glo ATP luminescence, activation; response scale: 0% is enzyme alone, no compound; 260,000 compounds, 0.34% hits; Potency, µM (series often up to 57.5 µM), without a hit: at the highest dose activation, hits mostly activators; P14618; further: potency means the concentration at half of the fitted maximal effect; on the % scale 0 is the no-effect control and ±100 the full control effect; nearly all actives have a fitted effect of over 55% in size
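Kinase-Glo luminescence reports ATP generated from ADP (0.1 mM) and PEP (0.5 mM) by purified hPK-M2 after 1 h at room temperature, pH 7.2 imidazole buffer; intermediate enzyme activity allows detecting inhibitors and activators.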
GALK inh – inhibitors of human galactokinase. Purified GALK, Kinase-Glo residual ATP luminescence. 270,000 compounds, 0.007% hits. Potency, µM (doses to about 57.5 µM), for the others: at the highest dose activity change, negative = inhibition, usual class: inhibitors; further: potency means the concentration at half of the fitted maximal effect; on the % scale 0 is the no-effect control and ±100 the full control effect
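GALK at 5 nM final was combined with compound, 35 uM ATP and 100 uM galactose in HEPES pH8.0 with MgCl2 and DTT. The reaction ran one hour at room temperature before luminescent ATP detection.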
Giardia kill – kills Giardia lamblia; Giardia lamblia trophozoite viability; activity change, % at 7.66 µM, hits read low; 340,000 compounds, 0.15% hits; AID 540267; in the data active means activity change below about -80%; inconclusive means between about -30% and that limit;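 further: parasites exposed to compound for two days anaerobically before the ATP read; on the % scale 0 is the no-effect control and ±100 the full control effect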
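Trophozoite viability was measured as ATP-dependent luminescence, read 15-30 min after reagent addition. Before that, parasites at 100 cells/well were exposed to compounds for 48 h, anaerobically, at 37 deg C.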
Menin MLL FP TR – displaces Texas Red mutant MLL peptide from human menin; O00255; Menin + Texas Red MLL mutant peptide, fluorescence polarization; Potency, µM (top dose mostly 61.6 µM), without a hit: top-dose FP activity change, negative = inhibition, hits mostly inhibitors; 270,000 compounds, 0.23% hits; active means well fitted inhibition curve with a large enough effect in the polarisation, with a control signal flat, not every such curve was filed as active; inconclusive means small, poorly fitted or top-dose-only effect, or effect the other way, or a change in a side signal; inactive means no such curve, though single readings can be large or run the other way; the % refers to the polarisation; further: potency means the concentration at half of the fitted maximal effect; % of control where 0% means no effect; many of its hits are not listed in these tables
Target sequence (O00255 whole entry, looked up): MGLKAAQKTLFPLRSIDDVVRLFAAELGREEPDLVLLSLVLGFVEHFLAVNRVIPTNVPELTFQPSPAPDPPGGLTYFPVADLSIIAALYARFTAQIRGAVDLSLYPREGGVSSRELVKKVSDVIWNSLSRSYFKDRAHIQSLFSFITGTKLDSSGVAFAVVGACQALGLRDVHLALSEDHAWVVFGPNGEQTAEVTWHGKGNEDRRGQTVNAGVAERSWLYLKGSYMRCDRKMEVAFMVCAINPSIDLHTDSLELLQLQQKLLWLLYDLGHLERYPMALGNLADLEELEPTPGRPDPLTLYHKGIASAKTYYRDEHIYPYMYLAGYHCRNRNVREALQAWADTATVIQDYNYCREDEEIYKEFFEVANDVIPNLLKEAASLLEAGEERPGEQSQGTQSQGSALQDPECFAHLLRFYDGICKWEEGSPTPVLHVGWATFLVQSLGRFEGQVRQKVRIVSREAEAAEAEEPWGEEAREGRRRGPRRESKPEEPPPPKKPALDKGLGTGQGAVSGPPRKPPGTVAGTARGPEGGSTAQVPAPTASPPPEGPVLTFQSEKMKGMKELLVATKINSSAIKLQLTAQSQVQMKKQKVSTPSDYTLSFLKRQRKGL
MLL CXXC-DNA inh – blocks binding of human MLL CXXC domain to DNA | Q03164 | Potency, µM (top dose mostly 115 µM), inactives show at the top dose activity change, negative = inhibition, hits mostly inhibitors | 290,000 compounds, 0.037% hits | MLL-CXXC / FITC-HOXA9 DNA fluorescence polarization; active means well fitted inhibition curve with a large enough effect in the polarisation, with a control signal flat, not every such curve was filed as active; inconclusive means small, poorly fitted or top-dose-only effect, or effect the other way, or a change in a side signal; inactive means no such curve, though single readings can be large or run the other way; the % refers to the polarisation; further: potency means the concentration at half of the fitted maximal effect
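Purified MLL-CXXC (added from a 7 uM solution) was preincubated 5 min at ambient with pinned compounds in 50 mM Tris-HCl pH 7.5, 50 mM NaCl, 1 mM DTT, 0.05% BSA. Fluorescein-labeled HOX-A9 DNA (50 nM solution) followed, 30 min, then polarization read.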
Coupling enz – coupling enzyme interference in Giardia aldolase counter-screen; coupling enzyme system counterscreen, AmpLite Red fluorescence; 290,000 compounds, 0.67% hits; AID 2472; activity change, negative = inhibition, % at 58.2 µM, hits read low; in the data active means activity change below about -30%; further: on the % scale 0 is the no-effect control and ±100 the full control effect
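Final compound at 57.5 uM, incubated 10 min at RT with coupling enzyme reagent (glyceraldehyde-3-phosphate), then 20 min with substrate and AmpLite Red detection. Fluorescence read at 525/598 nm; tests interference with the coupling assay, not aldolase inhibition.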
USP2a inh – blocks human ubiquitin-specific protease USP2a; AID 463254; 330,000 compounds, 0.01% hits; Potency, µM (titrated, usually from 38.3 µM), for inactives: at the highest dose activity change, negative = inhibition, most hits filed as inhibitors; O75604; USP2 core, Ub-CHOP2 coupled fluorogenic reporter, 485/531;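 further: potency means the concentration at half of the fitted maximal effect; plate controls were DMSO wells for no effect and full inhibition by NEM control for full effect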
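Cell-free coupled assay: 10nM USP2 core preincubated 30min RT with compound in Tris-HCl pH 8.0/CaCl2/CHAPS buffer, then 25nM Ub-CHOP2 and 25nM reporter substrate; fluorescence (Ex 485/Em 531) read after 60min RT, normalized to NEM inhibition, concentration-response curves fitted.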
KCNH2 3.1 block – KCNH2 3.1 (human) potassium channel inhibition | U2OS KCNH2 3.1, thallium flux FluxOr; hits give low values | activity change, % (tested at about 1.8 µM) | 340,000 compounds, 0.95% hits | AID 720553;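 active means maximum activity change below -70%; inconclusive means maximum activity change from -70% to -50%; inactive means maximum activity change above -50%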;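 further: thallium influx rate constant from kinetic fluorescence after stimulation buffer; on the % scale 0 is the no-effect control and ±100 the full control effect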
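Thallium flux via FluxOr fluorescence (Red40 quencher, 45 min loading) in U2OS cells virally expressing the KCNH2 3.1 isoform (1.77 x 10^8 /mL virus, overnight at 37 C). Rate constants from 2-min kinetic reads post-stimulation, normalised to positive and negative controls.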
The depositor's hits bear a star; i = inactive; ? = inconclusive; . = no result given; [ ] = another dose, or the depositor's remark. Unless noted, the call rests on the fitted dose curve; in most records, active means well fitted curve in the direction sought with a large enough effect; inconclusive means small, poorly fitted or top-dose-only effect, or another doubt; inactive means no such curve, though single readings can be large; an effect the other way counts as inactive or inconclusive. A portion of the library; the hit share may differ from the screen's.

Values in the order – hERG WT inh	B2AR arrestin	TRPV1 ag	PKM2 activator	GALK inh	Giardia kill	Menin MLL FP TR	MLL CXXC-DNA inh	Coupling enz	USP2a inh	KCNH2 3.1 block
CCCCN(C(=O)COC(=O)c1nc2nccc(C)n2n1)C1CCS(=O)(=O)C1 (stereo unspecified)
  -3.0	-0.2%	-0.6	.	.	-2.3	.	.	.	0.2%	12.6
Cc1occc(=O)c1OCc1ccccc1
  0.5	-0.7%	-2.4	-2.3%	-0.1%	-0.9	-7.7%	-2.0%	2.8	0.3%	4.8
CCOC(=O)C1CCCN(C(=S)Nc2ccc(Nc3ccccc3)cc2)C1 (stereo unspecified)
  -1.3	-0.2%	0.4	-13.1%	2.3%	3.0	?	-6.9%	1.1	-8.2%	-7.1
O=C(Nc1ccccc1)N1CCCC2CCCCC21 (stereo unspecified)
  9.6	-0.2%	1.4	-16.6%	0.5%	1.2	9.1%	3.7%	1.9	0.9%	3.7
O=c1oc2ccccc2c(Nc2ccc(Cl)cc2)c1[N+](=O)[O-]
  -7.9	-0.7%	-5.0	10.8%	.	11.4	.	-12.6%	2.3	1.3%	3.6
Cn1c(CCCNC(=O)c2ccccc2)nc2ccccc21
  2.2	-0.2%	10.2	12.4%	0.3%	-2.5	2.7%	8.9%	2.2	1.0%	2.5
CC(C(=O)OCC(=O)c1c(N)n(C)c(=O)n(C)c1=O)N1C(=O)c2ccccc2C1=O (stereo unspecified)
  -6.1	0.4%	-0.6	-6.2%	-0.6%	-11.6	-0.2%	-1.0%	4.3	4.1%	-3.6
CC(C)(C)[C@@H]1C=C(C(=O)N2CCOCC2)O[C@H](OCc2ccc(CO)cc2)C1
  5.2	-0.7%	7.5	1.6%	2.5%	4.6	-0.1%	-19.5%	6.1	0.6%	8.1
O=C1CSC(c2c(F)cccc2Cl)N1c1cccc(F)c1 (stereo unspecified)
  -9.4	0.1%	5.3	-2.7%	2.3%	0.6	-18.6%	-6.2%	0.2	-0.8%	-9.6
COc1cc2[nH]c(=S)nc(NCCCOC(C)C)c2cc1OC
  -3.0	0.0%	-5.6	-3.8%	0.1%	6.0	-12.6%	1.8%	0.8	0.0%	2.9
Cc1ccc(COC(=O)c2ccc3c(c2)C(=O)N(CCCN2CCOCC2)C3=O)cc1
  5.6	-1.1%	9.8	-0.4%	-8.2%	-24.2	-2.6%	14.4%	-0.5	-5.7%	-8.9
CCn1c(SC(C)C(=O)Nc2nnc(C)s2)nnc1-c1ccco1 (stereo unspecified)
  -9.5	0.4%	1.8	-6.6%	-0.2%	9.7	0.4%	-4.2%	1.9	-1.1%	-21.6
CC(C)Sc1nc2sc(-c3ccccc3)cc2c(=O)n1N
  -2.0	-1.0%	.	-5.5%	-4.2%	-1.8	.	-8.6%	3.4	0.8%	-1.1
CCN(CC(=O)Nc1c(F)cccc1F)C(=O)c1ccc2c(=O)n3c(nc2c1)CCC3
  13.7	-0.1%	-1.5	.	.	-8.9	.	.	.	4.0%	4.7
CCSC(=S)Nc1c(C)n(C)n(-c2ccccc2)c1=O
  i	-0.9%	-1.2	-0.4%	-2.1%	-11.5	-4.2%	-13.3%	2.8	-0.1%	-2.4
COc1cccc(-c2csc(N3CCN(S(=O)(=O)c4ccc(F)cc4)CC3)n2)c1
  -5.4	-0.2%	-2.7	9.6%	5.2%	-3.9	0.7%	-5.8%	0.7	0.1%	-1.6
CCOC(=O)NC(=O)/C(C#N)=N\Nc1cccc(Cl)c1
  -17.8	-0.2%	0.2	-3.0%	0.6%	5.5	.	-11.2%	10.8	3.6%	-1.2
CCCc1cc(=O)[nH]c2nnc(SCC(=O)Nc3cc(C)on3)n12
  6.1	-1.1%	0.0	.	.	13.6	.	.	.	1.8%	5.4
Cc1nc(C)c(C(=O)OCC(=O)Nc2cccc(C)c2C)s1
  -35.3	0.3%	4.2	.	.	-23.9	.	.	.	2.8%	-1.5
NC(=O)c1cc(S(=O)(=O)Nc2cccc(Cl)c2)cs1
  -3.7	-0.3%	-5.0	.	.	-14.0	40.4%[activator]	6.4%	0.1	1.0%	-0.9
CCOc1cc(/C=N\O)cc(Cl)c1OCC
  -14.5	-0.3%	0.6	-1.0%	-2.4%	13.0	-0.4%	-1.1%	-5.0	-0.5%	-0.9
CCOC(=O)CN1C(=O)COc2ccc(Cl)cc21
  23.5	0.2%	1.1	-0.9%	-0.9%	-10.3	-2.8%	0.3%	1.3	-4.4%	5.7
Cc1cc(C)cc(N(C(=O)CNC(=O)c2ccco2)C(C(=O)NC2CCCC2)c2ccncc2)c1 (stereo unspecified)
  -6.7	-0.2%	2.2	-0.4%	8.4%	-13.0	2.6%	-0.3%	2.2	0.9%	-13.2
O=C(COc1ccc(Cl)cc1)Nc1ccc2c(c1)OCO2
  -7.9	0.2%	?	.	5.0%	-2.6	1.3%	-10.7%	1.3	2.4%	4.6
O=C(Cc1csc(NC(=O)Nc2ccc(Cl)cc2)n1)NCc1ccccn1
  0.2	0.0%	5.5	.	.	-6.1	.	.	.	-1.2%	13.6
O=C(NCc1ccc(Cl)cc1)c1cc2c(s1)CS(=O)(=O)C2
  8.4	0.5%	?	.	2.3%	49.7[activator]	.	8.3%	.	0.2%	4.6
CCOc1ccc(C(C(=O)NC(C)(C)C)N(CCOC)C(=O)CCC(=O)Nc2ccccn2)cc1 (stereo unspecified)
  -2.3	0.3%	0.6	-10.2%	-1.5%	-1.0	-13.8%	-11.3%	0.0	-1.1%	-7.1
O=S(=O)(c1ccc(-c2csc(Nc3ccc(Br)cc3)n2)cc1)N1CCCC1
  -1.3	0.0%	-4.8	-1.1%	-2.2%	7.7	.	?	0.0	3.7%	-12.2
CSc1ccc(S(=O)(=O)N2CCC(C(=O)NCc3cccnc3)CC2)cc1
  1.5	-0.2%	0.9	.	-2.2%	-4.5	15.0%	7.6%	-1.1	2.4%	-3.0
O=C(c1cc(COc2ccc(F)cc2Cl)on1)N1CCC(c2ccncc2)CC1
  -7.7	-0.9%	85.6*	2.5%	0.9%	-27.0	0.9%	-4.2%	0.8	2.0%	-3.2
COc1ccccc1N1CCN(C(=O)C(CC(C)C)NC(=O)C2CCCCC2)CC1 (stereo unspecified)
  -8.8	-0.3%	5.2	1.3%	5.8%	-7.8	-17.5%	6.6%	2.3	0.9%	0.5
COC(=O)Cc1ccc(NC(=S)N2CCN(c3ccccn3)CC2)cc1
  -1.0	-0.1%	6.6	-5.3%	2.4%	-22.1	-4.2%	0.9%	0.1	-0.2%	-14.0
CCN(C(=O)c1ccc(NC(=O)Cc2ccccc2)cc1)c1ccccc1
  -1.6	1.3%	28.0	-0.2%	6.7%	-14.1	.	-7.9%	.	-0.4%	.
O=S(=O)(c1ccc2ccccc2c1)N1CCNCC1
  3.5	-1.1%	-3.1	?	-0.2%	8.8	16.9%	-3.4%	0.1	1.0%	2.6
O=C(Nc1ccc(F)c(F)c1)c1ccc(F)c(S(=O)(=O)N2CCOCC2)c1
  .	-0.1%	?	1.3%	-4.5%	.	12.6%	-6.6%	0.0	0.2%	.
Cc1ccc(CC2CC(=O)N(c3cc(C)ccc3C)C2=O)cc1 (stereo unspecified)
  -2.1	-0.1%	13.5	-0.6%	0.0%	-9.2	-8.8%	-3.1%	4.8	-0.7%	-9.1
CS(=O)(=O)c1cnc(-c2ccccc2)nc1Sc1ccc(F)cc1
  -9.1	0.1%	-10.6	.	-4.3%	5.6	-5.0%	-0.9%	-0.2	4.3%	-8.1
COc1ccc(OC)c(S(=O)(=O)N2CCC(C(=O)NC3CCCC3)CC2)c1
  -3.2	-0.4%	-1.2	.	-0.5%	2.2	-11.9%	9.6%	0.4	1.6%	-10.3
CCOc1ccc2ncc(S(=O)(=O)c3ccc(C)cc3)c(N3CCC4(CC3)OCCO4)c2c1
  6.0	2.8%	28.9	12.3%	-1.0%	1.6	-7.2%	-0.7%	-3.4	-11.3%	-5.0
C(=N\N1CCOCC1)/c1cccs1
  20.0	-0.4%	-2.5	-2.8%	.	0.4	1.8%	0.7%	3.1	4.4%	0.8
COc1ccc(OC)c2sc(NNC(=O)COc3ccccc3)nc12
  -1.1	0.2%	0.7	-17.0%	2.2%	-3.7	-7.1%	0.6%	-0.7	0.6%	14.3
Cc1cc2oc(=O)cc(CSc3nnc(C)n3N)c2cc1C(C)C
  0.3	0.5%	-2.7	25.9%	-1.2%	14.3	0.5%	2.2%	0.9	0.0%	-9.1
